HttQ103 aggreg – qHTS Multiplex Assay to Identify Dual Action Probes in a Cell Model of Huntington: Aggregate Formation (GFP); PC12 HttQ103-GFP aggregates, Acumen cytometry, 40 h; Potency, µM (top dose mostly 46.1 µM), for inactives: at the top dose activity change, negative = inhibition, most hits filed as inhibitors; 1.1% of 220,000 active; also: % is scaled to controls: 0 for no effect and ±100 for the full control effect; nearly all actives have a fitted effect of over 60% in size
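PC12 cells with ecdysone-inducible HTT exon1 Q103-GFP, induced by 100 nM tebufenozide, given compounds in a concentration series. GFP aggregates (1–25 um, 6 SD above background) counted in lysates by laser-scanning cytometry, 488 nm excitation.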
KDM4E inh – qHTS Assay for Inhibitors of Human Jumonji Domain Containing 2E (JMJD2E). Lysine-specific demethylase 4E (Homo sapiens), B2RXH2. JMJD2E catalytic domain, FDH-coupled NADH fluorescence (FDH is formaldehyde dehydrogenase). Potency, µM (highest dose often 57.1 µM), without a hit: at the highest dose activity change, negative = inhibition, hits mostly inhibitors. 1.6% of 230,000 active. AID 2147, 2009; active = well fitted inhibition curve with a large enough effect, not every such curve was filed as active; inconclusive = small, poorly fitted or top-dose-only effect, or another doubt; inactive = no such curve, though single readings can be large or run the other way;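 also: 0% = wells with enzyme and -100% = buffer wells without enzyme; nearly all actives have a fitted effect of over 50% in size; many of its hits are not listed in these tables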
Target sequence (B2RXH2 1-337 limits assumed): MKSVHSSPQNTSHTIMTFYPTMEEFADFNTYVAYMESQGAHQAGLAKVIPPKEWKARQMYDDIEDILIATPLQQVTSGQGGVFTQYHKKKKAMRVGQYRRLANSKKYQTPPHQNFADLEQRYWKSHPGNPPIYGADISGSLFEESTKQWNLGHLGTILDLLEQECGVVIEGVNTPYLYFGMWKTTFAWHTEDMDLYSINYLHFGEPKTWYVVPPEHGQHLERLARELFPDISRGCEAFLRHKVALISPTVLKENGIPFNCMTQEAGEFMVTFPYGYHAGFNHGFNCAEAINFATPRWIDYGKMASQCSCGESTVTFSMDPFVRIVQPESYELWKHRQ
HTT cytoprotect – qHTS Multiplex Assay to Identify Dual Action Probes in a Cell Model of Huntington: Cytoprotection (ATP). PC12 HTT-Q103 induced, cytoprotection, ATP luminescence, 40 h. Potency, µM (doses to about 56.4 µM), for inactives: cytoprotection (ATP increase), hits mostly activators. 0.14% of 230,000 active. AID 1471, 2008;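 also: % of control where 0% means no effect; nearly all actives have a fitted effect of over 45% in size; toxic huntingtin expression switched on by the ecdysone agonist tebufenozide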
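Compounds added alongside 100 nM tebufenozide, which induces toxic Q103 huntingtin exon 1-GFP in stable PC12 cells; surviving cells quantified by luminescent ATP measurement. Medium: phenol red-free DMEM, 5% equine and 5% calf serum.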
Tau fibril ThT – qHTS for Inhibitors of Tau Fibril Formation, Thioflavin T Binding | Microtubule-associated protein tau (Homo sapiens), P10636 | recombinant tau K18 P301L, heparin-induced fibrillization, ThT fluorescence | Potency, µM (highest dose often 57.4 µM), for inactives: top-dose activity, negative = inhibition, most hits filed as inhibitors | 2.1% of 270,000 active; also: % is scaled to controls: 0 for no effect and ±100 for the full control effect; nearly all actives have a fitted effect of over 55% in size
Target sequence (P10636 561-689 P618L limits assumed): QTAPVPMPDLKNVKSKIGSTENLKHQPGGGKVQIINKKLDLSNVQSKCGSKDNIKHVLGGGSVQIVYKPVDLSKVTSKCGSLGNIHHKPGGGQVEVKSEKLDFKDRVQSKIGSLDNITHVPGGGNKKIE
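Heparin-induced (20 uM) aggregation of recombinant human K18 P301L tau, 15 uM unlabeled with 0.24 uM labeled, pH 7 acetate buffer, 6 hr at 37 C with compound. Fibrils quantified by 30 uM ThT fluorescence after 1 hr ambient incubation.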
Tau fluor cs – Counterscreen qHTS for Inhibitors of Tau Fibril Formation, Fluorescence Polarization; tau K18 P301L (four-repeat tau fragment) Alexa594 fluorescence, heparin fibrillization; Potency, µM (top dose mostly 57.7 µM), for inactives: at the highest dose activity change, negative = decrease; 0.93% of 280,000 active; also: % is scaled to controls: 0 for no effect and ±100 for the full control effect; nearly all actives have a fitted effect of over 55% in size
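Human K18 P301L tau (15 uM unlabeled plus 0.24 uM Alexa 594-labeled, final) in 100 mM sodium acetate pH 7 was mixed with compound and 20 uM heparin and incubated 6 hr at 37 C.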
SMN2 splice up – qHTS Assay for Enhancers of SMN2 Splice Variant Expression | HEK293 SMN2-luciferase splicing reporter, luminescence, 30-36 h | Potency, µM (highest dose often 46.1 µM), for the others: at the top dose activity change, positive = activation, most hits filed as activators | 2.8% of 210,000 active | AID 1458, 2008; also: % of control where 0% means no effect; nearly all actives have a fitted effect of over 55% in size
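HEK293 cells carry an SMN2 minigene-luciferase reporter in which exon 7 inclusion puts luciferase in frame. Cells were seeded at 2000 cells/well, attached for 10-12 hours, then exposed to compounds for 30-36 hours at 37C before ONE-Glo luminescence.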
Tau FP inhib – qHTS for Inhibitors of Tau Fibril Formation, Fluorescence Polarization; Potency, µM (doses to about 57.7 µM), without a hit: at the highest dose activity, negative = inhibition, actives largely listed as inhibitors; 0.39% of 280,000 active; AID 1468, 2008; K18 P301L tau heparin fibrillization, Alexa594 FP, 6 h; also: % is scaled to controls: 0 for no effect and ±100 for the full control effect; nearly all actives have a fitted effect of over 55% in size
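Read-out: fluorescence polarization of Alexa 594-labeled tau (0.24 uM), 555 nm excitation, 632 nm emission. Mixtures held 15 uM unlabeled K18 P301L, compound and 20 uM heparin, pH 7 acetate buffer, incubated 6 hr at 37 C.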
ALDH1A1 block – qHTS Assay for Inhibitors of Aldehyde Dehydrogenase 1 (ALDH1A1); Purified ALDH1A1, NADH fluorescence, propionaldehyde substrate; Potency, µM (series often up to 75.3 µM), for the others: at the highest dose activity, negative = inhibition, most hits filed as inhibitors; 7.3% of 220,000 active; active = well fitted inhibition curve with a large enough effect, not every such curve was filed as active; inconclusive = small, poorly fitted or top-dose-only effect, or another doubt; inactive = no such curve, though single readings can be large or run the other way;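 also: plate controls were no enzyme wells and a reference inhibitor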
Target sequence (P00352 whole entry, looked up): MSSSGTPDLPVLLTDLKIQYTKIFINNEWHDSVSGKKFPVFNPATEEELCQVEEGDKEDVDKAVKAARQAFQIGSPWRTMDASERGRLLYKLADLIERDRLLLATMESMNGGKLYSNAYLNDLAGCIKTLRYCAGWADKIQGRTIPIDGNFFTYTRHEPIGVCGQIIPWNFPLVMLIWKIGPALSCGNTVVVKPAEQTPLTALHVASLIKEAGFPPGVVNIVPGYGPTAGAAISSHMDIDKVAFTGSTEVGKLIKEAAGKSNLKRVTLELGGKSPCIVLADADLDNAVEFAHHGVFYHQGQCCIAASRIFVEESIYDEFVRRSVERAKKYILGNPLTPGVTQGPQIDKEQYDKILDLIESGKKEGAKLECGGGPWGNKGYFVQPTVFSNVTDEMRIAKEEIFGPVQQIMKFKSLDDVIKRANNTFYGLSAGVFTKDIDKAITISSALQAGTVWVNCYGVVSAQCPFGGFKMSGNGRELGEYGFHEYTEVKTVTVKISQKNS
* = called active by the depositor; ? = inconclusive; / = not tested or not shown; [ ] = dose if it differs, or a comment. Unless noted, calls follow the shape of the dose curve; as a rule, active = well fitted curve in the direction sought with a large enough effect; inconclusive = small, poorly fitted or top-dose-only effect, or another doubt; inactive = no such curve, though single readings can be large; an effect the other way counts as inactive or inconclusive. Potency is read from the fitted curve at half-maximal effect. Some of the compounds tested (hit frequency here may not be typical).

A first look, two compounds:
SMILES,HttQ103 aggreg,KDM4E inh,HTT cytoprotect,Tau fibril ThT,Tau fluor cs,SMN2 splice up,Tau FP inhib,ALDH1A1 block
CCCCOc1ccc(/C=N/NC(=O)c2csc(C)c2C)cc1,-6%,0%,11%,?,-27%,-5%,-13%,-4%
CCOC(=O)CSc1nc(C)c(C(C)=O)cc1C(N)=O,?,-1%,-12%,-7%,-4%,-1%,13%,1%

The listing, previewed entries included:
SMILES,HttQ103 aggreg,KDM4E inh,HTT cytoprotect,Tau fibril ThT,Tau fluor cs,SMN2 splice up,Tau FP inhib,ALDH1A1 block
CCCCOc1ccc(/C=N/NC(=O)c2csc(C)c2C)cc1,-6%,0%,11%,?,-27%,-5%,-13%,-4%
CCOC(=O)CSc1nc(C)c(C(C)=O)cc1C(N)=O,?,-1%,-12%,-7%,-4%,-1%,13%,1%
Cc1cc(C)n(-c2nc3sc4c(c3c(=O)[nH]2)CCCC4)n1,?,8%,9%,-15%,-3%,-60%[inhibitor],0%,15%
CC1Cc2ccccc2N1C(=O)CN1CCc2ccccc2C1 (stereo not given),-31%,-1%,-4%,-1%,3%,/,-3%,?
Cc1cc(-c2ccccc2)n[nH]1,-8%,0%,-37%,3%,3%,18%,13%,-6%
CCn1c(SCC(=O)Nc2cccc(NC(C)=O)c2)nnc1C(C)C,-9%,2%,12%,1%,0%,12%,2%,3%
CSc1ccc(Cl)c(C(=O)Nc2ccc(OCC(N)=O)cc2)c1,13%,-2%,7%,-7%,-10%,/,-14%,2%
CCCOn1nnnc1-c1ccccc1,3%,1%,-17%[0.074 µM],-6%,-3%,-15%,0%,2%
CCCN1CCN(CCCNC(=O)C2CCN(c3nnc(-n4cccc4)s3)CC2)CC1,23%,4%,1%,-6%,-14%,-26%,-8%,-3%
COc1ccc(CSc2nnc(N)s2)cc1F,-13%,2%,-9%,-10%,-3%,9%,6%,-71%
C/C(N)=C(/C#N)C(=O)COc1ncnc2ccc(Br)cc12,-2%,8%,-10%[10 µM],0%,-2%,6%,1%,12%
CCOC(=O)c1sc(N(Cc2ccccc2)C(=O)COC(=O)c2ccc(O)cc2)nc1C,-2%,-26%,/,-3%,?,-92%[inhibitor],14µM*,14µM*
COc1ccc(C2=NCCc3cc(OC)c(OC)cc32)cc1,-3%,-22%,11%[10 µM],7%,4%,-3%,3%,-10%
Oc1ccc(/C=N/N2CCOCC2)c(O)c1O,17%,25µM*,-40%[inhibitor],8.9µM*,-27%,9%,10µM*,7.1µM*
CCN=C1SC(C(=O)Nc2cccc(OCC)c2)CC(=O)N1CC (stereo not given),6%,4%,36%,-9%,-10%,-10%,0%,6%
Cn1c(=O)c2c(nc(SCCN3CCOCC3)n2Cc2cccc3ccccc23)n(C)c1=O,1%,2%,0%[0.074 µM],-11%,-6%,-7%,7%,22µM*
C=CCn1c(=NC(=O)CN2C(=O)CCC2=O)sc2cccc(OC)c21,-8%,?,9%[10 µM],-8%,-6%,2%,0%,-14%
CN1CCN(C(=O)c2cc(S(=O)(=O)Nc3ccccc3F)c(Cl)cc2Cl)CC1,1%[9.22 µM],4%,5%[10 µM],-9%,-3%,/,10%,8%
O=C(CCCn1c(=S)[nH]c2cc3c(cc2c1=O)OCO3)N1CCc2ccccc2C1,-21%,-3%,6%,?,-19%,-1%,6%,2%
Cc1ccsc1C(=O)OCC(=O)NCCC1=CCCCC1,0%,-7%,?,-9%,-5%,20%,3%,-5%
CCc1ccc(C(=O)CSc2nc(-c3ccccc3)nc3c2CCCC3)cc1,/,/,/,2%,-5%,11%,-1%,/
Nc1nc(-c2nonc2N)no1,2%,9%,-4%,2%,-6%,2%,-8%,-5%
Cc1cc2oc(=O)cc(C)c2c2occ(-c3ccc(Cl)cc3)c12,/,/,/,-16%,-18%,2%,-1%,/
CC(C)(O)C#Cc1ccc(C(=O)N2CCN(c3ccc(Cl)cc3)CC2)cc1,-12%,-8%,-15%,?,-17%,-45%[inhibitor],-5%,4%
COC(=O)c1c([N+](=O)[O-])c(OC)c(OC)c(OC)c1[N+](=O)[O-],-14%,-1%,-25%,-13%,-19%,-26%,3%,-9%
CCOCCCNC(=O)/C(C#N)=C/c1ccc(Cl)c([N+](=O)[O-])c1,5%,20µM*,-6%,?,-26%,-106%[inhibitor],5%,10µM*
O=[N+]([O-])c1ccc(Nc2ccc3ccccc3c2)nc1,32%,2%,15%[10 µM],1.3µM*,?,?,-9%,19%
Cc1cc(-n2c(C)cc(C(=O)CSc3ncnc4ccccc34)c2C)no1,1.8µM*,-8%,-43%[inhibitor],?,-30%,-78%[inhibitor],-5%,-8%
COc1cc(NC(=O)N[C@H](C(=O)O)C(C)C)cc(OC)c1,-7%[9.22 µM],-5%,-10%[0.074 µM],2%,6%,-1%,-2%,9%
CCOc1ccc(CC(=NCCO)C2=C(O)CC(C)(C)CC2=O)cc1OCC,2%,?,14%[10 µM],-10%,-3%,-3%,-5%,?
N#Cc1ccc(NC(=O)c2sc3cc(C(F)(F)F)cnc3c2-c2cccs2)cc1,-8%,/,-7%[10 µM],-1%,-18%,-10%,-19%,?
N#Cc1c(NC(=O)c2ccccc2)sc2c1CCCCC2,12%,?,-20%[10 µM],-6%,-10%,0.63µM*,-5%,?
CN1C(=O)/C(=C/c2ccc(O)c([N+](=O)[O-])c2)N(C)C1=S,8%[9.22 µM],4%,14%[10 µM],4.5µM*,-19%,1%,1%,-3%
Cc1ccc2nc(CSc3nnc(-c4ccncc4)n3C)cc(=O)n2c1,-11%,?,14%[10 µM],-3%,-1%,13%,0%,-8%
CCOC(=O)Cc1cc(=O)n2[nH]c(C)c(-c3ccc(Cl)cc3)c2n1,-17%,?,-6%,?,-11%,-19%,9%,-15%
CCOC(=O)Cn1c(=O)c2c(nc(Br)n2Cc2ccccc2)n(C)c1=O,-23%,-1%,-13%,3%,3%,2%,-3%,-3%
CCC1CCCCN1C(=O)CSc1nnc(CNC(=O)COc2ccc(Cl)cc2)o1 (stereo not given),10%,0%,-31%,4%,2%,-54%[inhibitor],1%,7.1µM*
Brc1c(CSc2nc3ccccc3s2)nc2ncccn12,6%,?,24%[10 µM],-7%,-5%,7.1µM*,4%,?
COc1ccc(NC(=O)CCSc2ccc(C)cc2)cc1,-4%,-1%,20%[10 µM],-6%,-12%,-5%,13%,?
CC1=C(C(=O)Nc2ccccc2C)C2(CCCC2)C(C(N)=O)C(=O)N1 (stereo not given),9%,4%,-32%,3%,2%,27%,10%,10%
CCCN(CCC)C(=O)C1CC(=O)OC12CCOC(C)(C)C2 (stereo not given),2%,2%,22%[0.074 µM],8%,14%,8%,0%,7%
COc1ccc(C2/C=C\CN(S(=O)(=O)c3cccc4cccnc34)CC(=O)N2Cc2ccc(F)cc2)cc1 (stereo not given),-30%[9.22 µM],-13%,-12%[10 µM],-7%,-14%,/,-4%,/
CCn1c(SCC(=O)Nc2ccc3c(c2)OCO3)nc2c(c1=O)SC(C)C2 (stereo not given),-3%,3%,-10%,-18%,-12%,-14%,2%,?
CCOC(=O)C1(O)CC(C)=NN1C(=O)c1cccc(Cl)c1 (stereo not given),-7%,-4%,/,9%,11%,6%,7%,-1%
CCn1c(SCc2ccccc2)nc2c(c1=O)SCC2,-19%,-2%,-18%,-8%,-1%,-19%,1%,?
O=C(Cc1nc(-c2cnccn2)no1)NNC(=O)Nc1ccccc1,4%[9.22 µM],3%,11%[10 µM],0%,6%,/,-2%,/
NNC(=O)CCN1CCN(C(c2ccccc2)c2ccccc2)CC1,-10%,28%,6%,-6%,3%,12%,2%,2%
COc1cccc(/C=N/n2c(N)nc3ccccc32)c1OC,?,?,-29%,?,-27%,?,-2%,?
O=S(=O)(Nc1cccc(CO)c1)c1cccs1,1%[9.22 µM],2%,12%[10 µM],-9%,-10%,/,5%,?
CN1/C(=C\C(=O)COC(=O)CN2C(=O)C3CC=CCC3C2=O)C(C)(C)c2ccccc21 (stereo not given),?,?,2%,-13%,2%,-1%,-2%,-13%

Next part, starting with the last two of the part before.
SMILES,HttQ103 aggreg,KDM4E inh,HTT cytoprotect,Tau fibril ThT,Tau fluor cs,SMN2 splice up,Tau FP inhib,ALDH1A1 block
O=S(=O)(Nc1cccc(CO)c1)c1cccs1,1%[9.22 µM],2%,12%[10 µM],-9%,-10%,/,5%,?
CN1/C(=C\C(=O)COC(=O)CN2C(=O)C3CC=CCC3C2=O)C(C)(C)c2ccccc21 (stereo not given),?,?,2%,-13%,2%,-1%,-2%,-13%
Oc1ccccc1-c1nc(NCC2CCCO2)c2ccccc2n1 (stereo not given),-26%,0%,-2%[1.9 µM],?,?,-39%[inhibitor],?,?
CCOC(=O)N1C(=O)C2(CCCCC2)N(c2ccccc2Cl)C1=S,4%,2%,-11%[10 µM],3%,1%,3%,3%,-7%
COc1ccc(C(=O)NCc2ccccn2)cc1[N+](=O)[O-],17%,9%,-5%[10 µM],-4%,-5%,3%,4%,-12%
Nc1n[nH]c(CCCO)n1,-16%,0%,2%[10 µM],0%,1%,-6%,-1%,20%
